Compound activity deposited in PubChem by Sanford-Burnham Center for Chemical Genomics.
Gli-Sufu antag = blocks Gli-Sufu signaling in a luciferase reporter | 340,000 compounds, 0.74% hits | Sufu-KO-LIGHT fibroblasts, Gli luciferase reporter luminescence | AID 588413 | inhibition, % at 5 µM;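 active means inhibition above about 55%, limit read from the data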;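 further: 0% = DMSO-treated cells and 100% = wells with medium but no cells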
Jurkat NFkB inh = inhibitors of the PMA/ionomycin-induced NF-kB reporter in Jurkat cells; PMA/ionomycin-induced NF-kB luciferase reporter, luminescence; inhibition, % at 4 µM; 330,000 compounds, 0.53% hits; in the data active means inhibition above about 50%
UBC13 polyUb = human UBC13 polyubiquitination inhibition; UBC13 polyubiquitin chain formation, TR-FRET; inhibition, % at 20 µM; 330,000 compounds, 0.47% hits; AID 485273; in the data active means inhibition above about 45%, passing the limit was not always enough
Target sequence (P61088 whole entry, looked up): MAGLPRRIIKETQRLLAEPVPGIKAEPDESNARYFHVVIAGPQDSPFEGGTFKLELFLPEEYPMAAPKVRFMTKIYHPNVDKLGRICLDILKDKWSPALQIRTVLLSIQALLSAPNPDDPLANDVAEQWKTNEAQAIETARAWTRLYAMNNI
CXCR6 block = inhibitors of human CXCR6 receptor | O00574 | CHO-K1 PathHunter CXCR6 beta-arrestin, luminescence | inhibition, % at 20 µM | 360,000 compounds, 0.36% hits | AID 602244; in the data active means inhibition above about 34%, passing the limit was not always enough;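 further: antagonist mode with CXCL16 agonist at 10 nM final; 0% = 10 nM CXCL16 with DMSO and 100% = unstimulated wells without agonist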
697 NFkB inh = lowers PMA/ionomycin-induced NF-kB signal in 697 B cells; AID 435022; 330,000 compounds, 0.33% hits; inhibition, % at 4 µM; 697 B-cell NF-kB luciferase reporter, 16 h; in the data active means inhibition above about 35%
CCR6 antagonist = blocks CCL20-driven beta-arrestin recruitment at human CCR6; CHO-K1 CCR6 PathHunter beta-arrestin, luminescence, CCL20-stimulated; inhibition, % at 20 µM; P51684; 340,000 compounds, 0.49% hits; AID 493098;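 active means compounds whose inhibition of the agonist-driven luminescence signal at 20 µM reaches about 50%, limit read from the data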;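 further: cells stimulated with CCL20 at 14 nM final; plate controls were DMSO with CCL20 for no effect and DMSO without agonist for full effect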
APJ antag = blocks the human apelin receptor APJ. P35414. CHO-K1 APJ beta-arrestin complementation, luminescence. inhibition, % at 20 µM. 330,000 compounds, 0.32% hits;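 active means inhibition above about 40% at 20 µM, limit read from the data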;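 further: cells challenged with 10 nM apelin-13 agonist together with compound; plate controls were apelin-13 plus DMSO wells for no effect and DMSO wells lacking apelin-13 for full effect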
Target sequence (P35414 whole entry, looked up): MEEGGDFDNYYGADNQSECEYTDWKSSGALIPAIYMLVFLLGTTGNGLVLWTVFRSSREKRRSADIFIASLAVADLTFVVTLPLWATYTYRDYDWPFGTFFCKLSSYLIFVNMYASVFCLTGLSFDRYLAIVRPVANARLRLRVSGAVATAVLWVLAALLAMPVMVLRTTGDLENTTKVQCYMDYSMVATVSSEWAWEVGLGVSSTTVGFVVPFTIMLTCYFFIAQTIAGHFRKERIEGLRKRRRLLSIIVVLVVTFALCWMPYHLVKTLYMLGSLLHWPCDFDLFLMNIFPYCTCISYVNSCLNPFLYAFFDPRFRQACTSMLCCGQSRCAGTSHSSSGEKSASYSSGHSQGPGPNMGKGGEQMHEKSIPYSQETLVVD
EBI2 block = EBI2 (human) antagonism. inhibition, % at 5 µM. P32249. 360,000 compounds, 0.81% hits. EBI2 beta-arrestin recruitment, luminescence, 7a,25-OHC stimulated. AID 651636; in the data active means inhibition above about 38%;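 further: enzyme fragment complementation signal reports receptor beta-arrestin coupling in cells; 0% = agonist plus DMSO wells and 100% = wells without agonist; some results beyond the cut were filed as inactive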
Target sequence (P32249 whole entry, looked up, the tested form may be a part): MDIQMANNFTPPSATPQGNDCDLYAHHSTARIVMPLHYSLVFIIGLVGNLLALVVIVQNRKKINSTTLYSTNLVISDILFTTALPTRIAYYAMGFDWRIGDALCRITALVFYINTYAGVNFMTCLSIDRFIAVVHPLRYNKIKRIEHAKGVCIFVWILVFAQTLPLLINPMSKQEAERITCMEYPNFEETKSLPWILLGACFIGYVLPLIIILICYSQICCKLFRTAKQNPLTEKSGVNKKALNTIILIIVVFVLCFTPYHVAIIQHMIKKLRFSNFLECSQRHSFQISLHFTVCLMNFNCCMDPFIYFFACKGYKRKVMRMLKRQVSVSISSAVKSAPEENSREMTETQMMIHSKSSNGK
The depositor's hits bear a star; . = not tested or not shown.

SMILES	Gli-Sufu antag	Jurkat NFkB inh	UBC13 polyUb	CXCR6 block	697 NFkB inh	CCR6 antagonist	APJ antag	EBI2 block
COc1cc2c(cc1OC)C13CCN4C=C5CCOC6CC(=O)N2C1C6C5CC43 (configuration not stated)	14	.	.	-7	.	-8	.	1
O=C1CN=C(c2ccc(Cl)cc2)c2oc3ccccc3c2N1	7	-15	-5	0	-4	-5	-25	-18
O=c1[nH]c(=S)[nH]c(O)c1N=Nc1ccc(S(=O)(=O)N2CCOCC2)cc1	0	4	-62	7	15	20	13	6
CC(C)(C#CC(=O)O)OOC(c1ccccc1)(c1ccccc1)c1ccccc1	-1	11	-11	5	3	-2	15	9
COP(=O)(C#Cc1ccccc1)C(O)c1ccc(Br)cc1 (configuration not stated)	2	-4	-5	-2	-18	10	-9	6
CCOC(C(=O)OCCC[N+](C)(CC)CC)(c1ccccc1)c1ccccc1	7	7	-7	5	-21	28	8	13
O=C1NC(=O)C(CCc2ccncc2)(C2CCCCC2)C(=O)N1	1	14	-1	-8	3	8	13	2
C[C@]12CCC3[C@@H](CCC4=CC(=O)CC[C@@]43C=O)C1CCC2=O (some centres not stated)	-2	15	7	-4	-10	9	-22	-9
CCC(=NCc1cc(OC)cc(OC)c1)c1c(O)n(C)c(=O)n(C)c1=O	38	7	-17	-13	-49	3	12	5
CCOCCCn1c(N)c(C(=O)Nc2sc3c(c2C(=O)OC)CCCC3)c2nc3ccccc3nc21	7	0	4	5	18	-5	11	-4
CCN1/C(=C\C=C\C2=[N+](CC)c3ccccc3C2(C)C)C(C)(C)c2ccccc21	94*	100*	-257	63*	-37	61*	54*	6
O=P(/C(=N/O)N1CCOCC1)(N1CCOCC1)N1CCOCC1	6	-2	3	0	2	-3	0	-6
CCOC(=O)c1cc(C)sc1/N=C/C1C(=O)NC(=S)NC1=O	7	-2	-21	-8	-5	10	8	-3
COC12C(COC(N)=O)C3=C(C(=O)C(C)=C(N)C3=O)N1CC1C2N1C (configuration not stated)	-17	16	-70	-10	30	-1	-39	-4
Clc1ccc(OCC#CCN2CCCCCC2)cc1	-5	-11	0	-10	-14	13	9	25
COc1ccc(C(C)=O)cc1CC(C(=O)c1ccc(Br)cc1)N(C)C (configuration not stated)	-5	10	17	4	8	12	4	0
c1cc2c(cc1N1CCCCC1)C1CC2CCN1 (configuration not stated)	-34	.	.	7	.	4	.	-2
CCOc1cc(C2NCc3ccccc3-n3cccc32)ccc1OC (configuration not stated)	11	-8	5	7	4	-2	-7	11
COc1ccc(CCn2c(O)c(C=NC3CC3)c(=O)[nH]c2=O)cc1OC	-1	5	-8	0	10	7	-15	-5
CC12CCC(=O)CC1CCC1C2C(=O)CC2(C)C1CCC2(C)O (configuration not stated)	4	.	.	2	.	5	.	-2

Among those listed so far, these contain bromine.
SMILES	Gli-Sufu antag	Jurkat NFkB inh	UBC13 polyUb	CXCR6 block	697 NFkB inh	CCR6 antagonist	APJ antag	EBI2 block
COP(=O)(C#Cc1ccccc1)C(O)c1ccc(Br)cc1 (configuration not stated)	2	-4	-5	-2	-18	10	-9	6
COc1ccc(C(C)=O)cc1CC(C(=O)c1ccc(Br)cc1)N(C)C (configuration not stated)	-5	10	17	4	8	12	4	0

Returning to the listing with the 2 entries that preceded the break.
SMILES	Gli-Sufu antag	Jurkat NFkB inh	UBC13 polyUb	CXCR6 block	697 NFkB inh	CCR6 antagonist	APJ antag	EBI2 block
COc1ccc(CCn2c(O)c(C=NC3CC3)c(=O)[nH]c2=O)cc1OC	-1	5	-8	0	10	7	-15	-5
CC12CCC(=O)CC1CCC1C2C(=O)CC2(C)C1CCC2(C)O (configuration not stated)	4	.	.	2	.	5	.	-2
O=c1[nH]c(O)c(N=Nc2ccc(SC(F)F)cc2)c(=O)[nH]1	-18	0	-1	13	-2	8	10	11
COc1ccc(CNCC(=O)N2CCC3(CC2)OCCO3)cc1	-4	1	4	3	-12	-11	11	-2
Cc1cc(C)cc(OCCOc2cccc(C=C3C(=O)NC(=O)NC3=O)c2)c1	-15	-9	-8	-2	-40	-5	7	3
NC(=O)c1ccc(C(=O)Nc2ccc([As](=O)(O)O)cc2)cc1	.	-7	5	.	-18	.	-31	.
C=CCn1c(=O)c(C=Nc2cccnc2Cl)c(O)n(CCCC)c1=O	5	1	-1	-2	7	-2	11	-6
Cc1ccccc1-n1c(O)c(C=Nc2ccc3c(c2)OCO3)c(=O)[nH]c1=O	-6	-3	-4	-10	-1	-4	29	-13
CCC(C)(C)n1nnnc1CN1CCC(n2c(C)nc3cc(C(F)(F)F)ccc32)CC1	4	2	10	7	14	-15	1	4
COc1ccc(C(=O)C2CCCN(Cc3cccc(C)n3)C2)c(OC)c1 (configuration not stated)	17	6	-10	-1	-30	5	1	-9
CCOC(=O)CC1c2ccccc2-n2nncc2CN1C (configuration not stated)	-6	.	.	1	.	4	.	2
COC(=O)CSC1=NN1c1cc(C)nc(N)n1	4	5	5	-4	5	0	3	-4
CCOc1ccc(CNCCc2ccc3c(c2)OCO3)cc1	21	-58	4	-9	-112	5	-7	-4
O=C(c1ccc(N2CCCCCC2)c([N+](=O)[O-])c1)N1CCC2(CC1)OCCO2	-8	-5	-31	-2	-2	8	-27	-6
COc1ccccc1OCC(=O)Nc1ccc(Cl)cc1C(=O)c1ccccc1	-2	-21	-18	13	-13	11	9	-4
CCOC(=O)c1c(C)[nH]c(C(=O)C(Cc2ccccc2)N(C)C)c1C (configuration not stated)	-2	-54	8	1	-33	5	2	2
Cc1cc(=O)oc2cc(OCC(=O)N3CCN(Cc4ccc5c(c4)OCO5)CC3)ccc12	-33	-8	-2	0	-1	10	11	10
O=P1(NC2CCCC2)COc2ccccc2OC1	5	-4	-3	0	2	-3	5	-4
COC(=O)C1=C(c2ccc(OC(F)(F)F)cc2)C[C@@H]2CC[C@H]1N2C(=O)NCCO	-6	10	16	-2	13	1	1	-2
CC(C)(C)C(=O)Cn1c(NCCCl)nc2ccccc21	1	6	0	8	2	10	-4	-5
COc1ccccc1CN1CCCCC1c1cccnc1 (configuration not stated)	-8	2	8	0	-2	3	29	-3
COc1ccc(CCNCc2ccccn2)cc1OC	-7	16	0	-4	16	-31	-14	-9
COC(=O)C1=C(c2cc3ccccc3s2)C[C@@H]2CC[C@H]1N2C(=O)N1CCC(O)CC1	3	-1	0	5	1	8	11	-4
CCOCCCN=Cc1c(O)n(Cc2ccccc2)c(=O)[nH]c1=O	-2	-7	8	5	22	20	13	2
CCOC(=O)C1SC2(C(F)(F)F)CC1(O)c1c(C)cc(C)nc1O2 (configuration not stated)	-1	0	12	19	12	10	15	-4
COc1ccc(C2=NS(=O)(=O)N(C)C(C(=O)N3CCC4(CC3)OCCO4)=C2)cc1OC	8	-10	-3	-2	-1	6	-6	3
CCCCc1nc2ccccc2c(=O)n1-c1ccc(O)cc1	0	-7	-2	-3	-13	2	2	-3
C=CC12CN(C)[C@@H]3C4CO[C@H](C[C@H]41)[C@]1(C(=O)Nc4ccccc41)[C@@H]32 (some centres not stated)	4	-7	-4	2	4	12	-20	-7
Cc1ccc2c(c1)C1CN(C)CCC1N2C(=O)Cc1cccs1 (configuration not stated)	13	7	0	-4	1	-9	13	1
N=C1c2ccccc2CN1c1ccc(F)c([N+](=O)[O-])c1	13	16	-12	5	29	-6	-9	10
CC(C)Oc1cc(-n2c(=S)[nH]c3ccccc3c2=O)c(Cl)cc1Cl	4	-38	17	6	-49	10	3	11
CN(C(=O)Cc1ccc2c(c1)OCO2)C1CCCN(Cc2ccccc2F)C1 (configuration not stated)	-4	.	.	-6	.	5	.	6
O=C(O)c1[nH]c(=O)[nH]c(=O)c1F	2	4	-8	-2	11	11	13	-4
N#C/C(=C\c1ccc(O)cc1)C(=O)O (tested in a mixture with another compound)	-8	.	.	7	.	5	.	0
C=C[C@@]12CN(C)[C@H]3[C@H]1[C@@]1(C(=O)Nc4ccccc41)C1CC2[C@@H]3CO1	-1	-6	7	0	21	1	6	3
CC12CN3CC(C)(CN(C1)C3c1cccs1)C2=O (configuration not stated)	-24	1	-2	-1	11	-2	-4	-8
COC(=O)C1=C(c2ccccc2OCc2ccccc2)C[C@@H]2CC[C@H]1N2C(=O)NCc1ccc(F)cc1	10	2	4	4	2	20	15	27
O=P(OCC(F)(F)C(F)F)(N1CCOCC1)N1CCOCC1	1	9	4	0	5	-17	1	-1
CCNC(=S)N(C)CCc1cc2c(c(OC)c1C=C1C(=O)N(C)C(=O)N(C)C1=O)OCO2	1	-4	13	1	16	8	0	-9
Cc1nc2ccccn2c1P(=S)(N1CCCCC1)N1CCCCC1	0	-17	-3	4	-11	10	0	11
O=C(c1cc(F)ccc1F)C1CCCN(Cc2cccc(Cl)c2)C1 (configuration not stated)	16	-3	6	3	-4	21	5	14
CC1(C)C2CC=C(CN3CCOCC3)C1C2 (configuration not stated)	3	-21	0	5	0	-16	22	-12
CC(=O)N1Cc2cnnn2-c2ccccc2C1(C)C#N (configuration not stated)	1	.	.	3	.	4	.	2
Cc1ccccc1N1C(=O)NC(=O)/C(=C/c2ccc(N3CCOCC3)o2)C1=O	0	5	-363	-1	-3	10	-1	0
O=C1NC(=O)C(=Cc2cc([N+](=O)[O-])ccc2N2CCCCC2)C(=O)N1	-1	6	-5	4	12	8	17	2
Cc1cc(/C=C2\C(=O)NC(=O)N(c3cccc(F)c3)C2=O)c(C)n1-c1ccc(C(=O)O)c(Cl)c1	3	4	-2	-2	6	13	4	-6
CCOC(=O)COc1ccc2c(c1)c(C(C)=O)c(C)n2Cc1ccccc1	5	-9	10	13	24	18	18	4
CCOC(=O)C1(CCc2ccccc2)CCN(C2CCSCC2)CC1	19	14	-3	-1	-13	4	0	1
NC(=O)c1ccc(OCCC(O)N2CC=C(c3ccc(F)cc3)CC2)cc1 (configuration not stated)	8	9	12	-1	5	13	4	2
CC/C(CC(c1ccccc1)c1c(O)c2ccccc2oc1=O)=N\NC(N)=S (configuration not stated)	-4	-6	-6	-9	8	7	-8	-21
Cc1nn(Cc2ccccc2)c(Cl)c1C(=O)OCC(=O)Nc1cccc2ccccc12	5	6	1	-4	7	4	14	9
Cc1cc(C(=O)N2CCC3(CC2)OCCO3)no1	-1	-7	-8	3	-7	4	-25	-1
COC(=O)C1=C(c2ccc(Cl)c(C(F)(F)F)c2)C[C@@H]2CC[C@H]1N2C(=O)NCC1CC1	14	-5	13	0	7	4	-2	6
CC(C)n1c(=O)c(C=Nc2ccc(F)cc2)c(O)n(Cc2ccco2)c1=O	1	7	0	-2	15	8	11	9
Cn1c(O)c(/C=N/NC(=O)c2ccncc2)c(=O)n(C)c1=S	-2	11	-6	9	13	8	-10	1
CCCCn1c(O)c(C(CC)=NCCN2CCOCC2)c(=O)[nH]c1=O	7	4	9	0	22	-13	-1	-14
CC(=NCCCn1ccnc1)c1c(O)n(C2CCCCC2)c(=O)[nH]c1=O	1	-10	-4	-6	-16	-5	4	-8
COC1C(C)OC(OC2CC(C)(O)Cc3cc4c(c(O)c32)C(=O)c2c(O)cc3c(c2C4=O)OC2OC3(C)C(O)C(N(C)C)C2O)C(OC)C1(C)OC (configuration not stated)	0	.	.	5	.	10	.	-28
O=P(Oc1ccccc1)(Oc1ccccc1)C(O)c1ccccc1 (configuration not stated)	-7	4	4	-11	14	-6	16	1
CC(C)C/C(=N/O)c1c[nH]c2ccccc12	27	-20	5	-8	9	10	-7	7
Cc1cc(N2CCCCC2)ccc1C=C1C(=O)N(C)C(=S)N(C)C1=O	4	-3	-6	-4	13	0	-8	-6
O=C(N/N=C/c1c(O)n(Cc2ccccc2)c(=O)[nH]c1=O)c1ccncc1	7	12	1	2	11	-1	1	8
O=C(Nc1c(F)cc(F)cc1F)c1cccn(Cc2ccccc2)c1=O	2	-6	0	0	-7	13	-9	3
OC(Cc1ccccc1)(c1ccccc1)C1CN2CCC1CC2 (configuration not stated)	1	5	1	5	-25	-8	10	9

These rows are one share of the data (hit frequency here may not be typical).
